Tn7 DDE FP: DD(E)-Tn7 binding inhibition, primary FP screen; P02675; FP displacement of FITC-Tn7 peptide from fibrin DD(E); 0% = median of compound wells per plate; inhibition, % at 8.3 µM; 370,000 compounds, 0.13% hits;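 active means inhibition above the mean of compounds falling within the control limits plus 3 SD of them, cut at about 14% in these data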;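 further: 0% = plate median of compound wells and 100% = 10 µM Aha-Tn7 peptide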
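Test system – human fibrin DD(E) · Times – 10 min preincubation, 3 h with tracer, room temperature · Detection – fluorescence polarization of the labelled Tn7 tracer · Measure – percent inhibition normalized to high-control wells · Benchmarks – high control wells with 10 µM unlabelled Aha-Tn7 peptide (full inhibition) · Repeats – singlicate testing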
TDP2 inh: TDP2 (human) inhibition, absorbance primary screen. inhibition, % at 12.8 µM. O95551. 370,000 compounds, 0.34% hits. AID 720702. recombinant TDP2, T5PNP hydrolysis, p-nitrophenol absorbance 415 nm;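 active means inhibition above the mean of all tested compounds plus 3 SD, set per campaign, cut at about 25% in these data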;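 further: 0% = DMSO with enzyme and 100% = buffer with substrate but no TDP2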
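Assay system: Recombinant human TDP2 | Quantity: 120 nM TDP2 per well | Incubation: 2 h at 37 °C | Signal: Epi absorbance | Evaluation: Percent inhibition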
ASAP1 inh: ASAP1 ArfGAP inhibition; 360,000 compounds, 0.19% hits; inhibition, % at 16.5 µM; AID 624377; Q9ULH1; ASAP1-stimulated ARF1 GTP hydrolysis, GDP FP detection; in the data active means inhibition above about 25%;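 further: 0% = vehicle with enzyme and substrate and 100% = no enzyme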
LEDGF integ inh: blocks HIV-1 LEDGF/p75-dependent DNA integration; TR-FRET IN-LEDGF/p75 DNA integration, Eu/Cy5; inhibition, % at 3.7 µM; 370,000 compounds, 0.64% hits; AID 743269;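 active means inhibition above the screen-wide mean plus 3 SD, cut at about 13% in these data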;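 further: signal is the Cy5 over europium emission ratio at 671 and 618 nm; 0% = plate median of compound wells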
ADAM17 inh: ADAM17 inhibition, QFRET primary screen | P78536 | recombinant ADAM17, EDANS/DABCYL FRET peptide cleavage | inhibition, % at 6.95 µM | 370,000 compounds, 0.83% hits | AID 720648;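 active means inhibition above the mean of compounds lying between control limits plus 3 SD, set per campaign, cut at about 8.5% in these data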;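 further: 0% = DMSO-only wells as the low control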
KLK7 zymogen act: activates the human kallikrein-7 zymogen; activation, % at 7 µM; P49862; 370,000 compounds, 0.9% hits; AID 652039; purified proKLK7, EDANS-DABCYL substrate fluorescence; 100% is mature enzyme control, 0% vehicle;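 active means activation above the mean of all tested compounds plus 3 SD, computed per campaign excluding outliers beyond control limits, cut at about 13% in these data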
Target sequence (P49862 whole entry, looked up): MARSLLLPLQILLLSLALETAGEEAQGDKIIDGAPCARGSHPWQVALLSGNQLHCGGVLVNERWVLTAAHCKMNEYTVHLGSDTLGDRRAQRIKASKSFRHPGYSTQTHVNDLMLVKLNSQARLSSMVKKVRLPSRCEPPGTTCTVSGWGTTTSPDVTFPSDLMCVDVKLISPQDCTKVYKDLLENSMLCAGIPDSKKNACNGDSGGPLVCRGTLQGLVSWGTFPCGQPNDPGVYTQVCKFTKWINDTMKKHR
ARFGAP1 inh: rat ARFGAP1 inhibition. Q62848. 360,000 compounds, 0.26% hits. Arfgap1-stimulated ARF1 GTP hydrolysis, GDP FP detection. inhibition, % at 16.5 µM;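 active means inhibition above a per-plate limit, mean inhibition of low control wells plus 3 SD, cut at about 25% in these data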;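 further: 0% = DMSO wells with enzyme and 100% = wells lacking Arfgap1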
Target sequence (Q62848 1-136 limits assumed): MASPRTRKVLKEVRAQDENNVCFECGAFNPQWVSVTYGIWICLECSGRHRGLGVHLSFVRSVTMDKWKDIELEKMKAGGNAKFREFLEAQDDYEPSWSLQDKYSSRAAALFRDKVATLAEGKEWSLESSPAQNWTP
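Replicates: Single well per compound | Assay system: Truncated rat Arfgap1 GAP domain | Control set: No-Arfgap1 wells (100%) versus DMSO full-reaction wells (0%) | Times: Enzyme reaction 120 min at 25 °C after 20 min preincubation | Reagent: Human ARF1(Δ1-17)-GTP substrate | Measured by: Tracer-displacement fluorescence polarization with EDTA stop, 620/688 nm | Measure: Percent inhibition of Arfgap1-stimulated GTP hydrolysis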
PLCg1 inh: blocks human PLC-gamma1 enzyme activity; P19174; purified PLC-gamma1, fluorogenic substrate, fluorescence; inhibition, % at 12.2 µM; 370,000 compounds, 0.84% hits; AID 720700; in the data active means inhibition above about 9.5%
DDE Tn6 FP inh: DD(E)-Tn6 binding inhibition, primary FP screen. P02675. Fibrin DD(E) TRITC-Tn6 fluorescence polarization displacement. inhibition, % at 8.3 µM. 370,000 compounds, 0.21% hits;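 active means inhibition above a per-campaign cutoff: mean of compounds within control limits plus 3 SD, cut at about 15% in these data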;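 further: 0% = median of all compound wells on the plate and 100% = blocking peptide control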
ADAM10 inh: inhibitors of human ADAM10 | recombinant ADAM10, EDANS/DABCYL FRET peptide cleavage, 3 h | inhibition, % at 7 µM | 370,000 compounds, 0.62% hits | AID 720582;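 active means inhibition above a per-campaign cutoff equal to the mean of compounds falling between control-based bounds plus 3 SD, cut at about 20% in these data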;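 further: 0% = DMSO wells while the 100% control is not disclosed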
Target sequence (O14672 214-748 limits assumed): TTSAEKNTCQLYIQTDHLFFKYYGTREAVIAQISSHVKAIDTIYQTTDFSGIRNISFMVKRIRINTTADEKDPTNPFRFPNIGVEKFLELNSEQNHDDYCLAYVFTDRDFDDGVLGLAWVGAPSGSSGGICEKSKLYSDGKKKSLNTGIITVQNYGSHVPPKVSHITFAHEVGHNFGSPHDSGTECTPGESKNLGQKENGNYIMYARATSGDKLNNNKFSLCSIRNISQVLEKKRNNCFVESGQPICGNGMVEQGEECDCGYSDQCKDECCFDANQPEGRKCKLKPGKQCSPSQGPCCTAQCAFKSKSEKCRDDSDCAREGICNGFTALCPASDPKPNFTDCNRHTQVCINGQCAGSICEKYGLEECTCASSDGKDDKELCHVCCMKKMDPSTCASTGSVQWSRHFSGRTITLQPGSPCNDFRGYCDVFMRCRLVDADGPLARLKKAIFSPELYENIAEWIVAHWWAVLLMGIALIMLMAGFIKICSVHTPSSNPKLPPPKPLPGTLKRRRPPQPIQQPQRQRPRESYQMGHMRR
An asterisk follows results filed as active; i = inactive; x = no result given.

Order of values – Tn7 DDE FP	TDP2 inh	ASAP1 inh	LEDGF integ inh	ADAM17 inh	KLK7 zymogen act	ARFGAP1 inh	PLCg1 inh	DDE Tn6 FP inh	ADAM10 inh
- Cc1ccc(CNS(=O)(=O)c2ccc(C)s2)cc1
→ -9	1	8	3	6	0.1	11	2	5	2
- COCCn1c(C(F)(F)F)ccc(NC(=O)c2ccccc2)c1=O
→ -1	-9	5	-5	-5	-0.3	-6	-2	-4	3
- O=C(NCCN1CCOCC1)c1ccc(Cl)c(Cl)c1
→ 1	12	1	0	-1	0.2	-3	3	-2	1
- CCCCOC(=O)n1c(=O)oc2cc(S(=O)(=O)N3CCCCC3)ccc21
→ -8	-11	-7	-1	3	0.1	5	11*	-6	13
- COc1cccc(NC(=O)COc2cc(C)cc3oc(=O)cc(C)c23)c1
→ -2	-12	8	-10	-5	-0.2	-5	-4	5	-12
- Cc1cccc(N=Nc2cn[nH]c2-c2ccco2)c1
→ 1	1	0	3	0	0.2	11	2	-4	3
- O=C(O)/C(=C1/OC(=O)c2ccccc21)c1ccccc1
→ 1	-4	-2	-4	-3	4.1	-2	0	6	4
- C(=C\c1nnc2c3ccccc3ncn12)/c1ccccc1
→ 1	-4	12	-2	-6	-2.2	14	-3	6	-65
- COc1cccc(NC(=O)Nc2ccc(C)c(Cl)c2)c1
→ 2	-13	-1	-6	-4	-1.0	10	5	0	-3
- COc1ccc(/C(N)=N/OC(=O)CCCN2C(=O)c3ccccc3C2=O)cc1OC
→ 6	-3	8	-4	-5	0.4	-3	-2	-8	5

The closing 5 records of the part above lead into the next.
Order of values – Tn7 DDE FP	TDP2 inh	ASAP1 inh	LEDGF integ inh	ADAM17 inh	KLK7 zymogen act	ARFGAP1 inh	PLCg1 inh	DDE Tn6 FP inh	ADAM10 inh
- Cc1cccc(N=Nc2cn[nH]c2-c2ccco2)c1
→ 1	1	0	3	0	0.2	11	2	-4	3
- O=C(O)/C(=C1/OC(=O)c2ccccc21)c1ccccc1
→ 1	-4	-2	-4	-3	4.1	-2	0	6	4
- C(=C\c1nnc2c3ccccc3ncn12)/c1ccccc1
→ 1	-4	12	-2	-6	-2.2	14	-3	6	-65
- COc1cccc(NC(=O)Nc2ccc(C)c(Cl)c2)c1
→ 2	-13	-1	-6	-4	-1.0	10	5	0	-3
- COc1ccc(/C(N)=N/OC(=O)CCCN2C(=O)c3ccccc3C2=O)cc1OC
→ 6	-3	8	-4	-5	0.4	-3	-2	-8	5
- O=C(COC(=O)/C=C/c1cccc(C(F)(F)F)c1)NC(c1ccccc1)c1ccccc1
→ -6	5	8	-1	-3	-0.2	-1	1	1	-3
- CS(=O)(=O)N(CC(=O)Nc1ccccc1C(=O)N1CCOCC1)c1cccc(F)c1
→ -1	-1	-11	-1	-4	-0.3	9	-3	7	-4
- Nc1nc(N2C(=O)C3CC=CCC3C2=O)nn1-c1ccccc1 (centres undefined)
→ 16*	8	-5	1	-1	0.4	-1	3	-5	4
- O=C(Nc1ccccc1Br)C1CC(=O)N(c2ccc3c(c2)OCCO3)C1 (centres undefined)
→ -3	8	-2	1	-2	1.0	10	2	1	-2
- COc1ccc(Cl)c(-c2cc(C(=O)Nc3ccc(F)cc3)[nH]n2)c1
→ 6	3	-19	4	7	0.1	-11	4	5	8
- CC1(C)CC(NCc2cccc([N+](=O)[O-])c2)CC(C)(C)N1
→ -2	-11	-3	2	-2	0.1	-4	-2	-3	7
- CCOC(=O)C1=CCN(S(=O)(=O)c2ccc([N+](=O)[O-])cc2)C1c1ccc(C)cc1 (centres undefined)
→ -2	3	-5	2	-1	0.5	-1	0	9	6
- O=C1NC[C@H](Cc2ccc(O)cc2)N(CCc2cccc3ccccc23)C1=O
→ 5	-7	-2	0	-1	0.8	-5	1	-1	7
- C/C=C/c1ccc(OCC(=O)OCc2csc(CC(=O)Nc3ccccc3C)n2)c(OC)c1
→ -9	4	9	1	-2	0.5	-8	-3	-9	-12
- O=C(Cn1ccnc1[N+](=O)[O-])NCc1ccccc1
→ 3	6	11	2	-2	0.2	6	2	0	2
- CCc1c(C)[nH]c2ccc(OC)cc2c1=S
→ -1	-1	-20	0	-64	3.8	-1	-22	4	-192
- N#C/C(=C\c1cccnc1)C(=O)Nc1ccc(O)cc1F
→ 0	2	4	-6	-5	0.0	4	-2	49*	-2
- Cc1cc(NC(=O)Cc2cn(Cc3ccccc3)c3ccccc23)ccc1Oc1cccnc1
→ 6	-5	8	1	2	-0.3	19	6	-14	5
- CC1(C)CC(=O)C(C=NCC2CCN(C(=O)Nc3ccc(Cl)c(Cl)c3)CC2)=C(O)C1
→ 6	13	-15	-1	-2	0.5	14	3	-1	6
- CC(C)NC(=O)N(C)C[C@H]1Oc2ccc(NC(=O)Cc3ccccc3)cc2C(=O)N([C@H](C)CO)C[C@@H]1C
→ -1	-12	3	3	9.1*	1.4	-6	1	-2	1
- CCCCN1C(=O)C(CC(=O)NC2CCCCC2)CC(C(=O)N(C)C)=C1C (centres undefined)
→ 2	6	-9	-4	-7	-0.1	10	1	0	-15
- COc1ccc2oc(C(=O)OCC(=O)NC3CCS(=O)(=O)C3)c(C)c2c1 (centres undefined)
→ 4	-7	-8	7	-88	0.7	6	-118	-4	-383
- CCCCOC(=O)CSc1nc2c(cc1C#N)C(=O)CC(C)(C)C2
→ 6	-6	7	-4	-1	0.3	2	0	8	0
- Cc1csc(NC(=O)CSc2nnc(-c3cccnc3)o2)n1
→ 5	22	-1	-6	-2	-0.1	-12	-9	7	-11
- COc1ccc(-c2nc3ccccc3c(=O)n2O)cc1
→ -3	-5	-12	1	-3	0.1	10	-2	-2	3

Next section (3 carried over from the part before).
SMILES,Tn7 DDE FP,TDP2 inh,ASAP1 inh,LEDGF integ inh,ADAM17 inh,KLK7 zymogen act,ARFGAP1 inh,PLCg1 inh,DDE Tn6 FP inh,ADAM10 inh
CCCCOC(=O)CSc1nc2c(cc1C#N)C(=O)CC(C)(C)C2,6,-6,7,-4,-1,0.3,2,0,8,0
Cc1csc(NC(=O)CSc2nnc(-c3cccnc3)o2)n1,5,22,-1,-6,-2,-0.1,-12,-9,7,-11
COc1ccc(-c2nc3ccccc3c(=O)n2O)cc1,-3,-5,-12,1,-3,0.1,10,-2,-2,3
COc1ccc(S[C@]2(C(=O)N3CCOCC3)CC(=O)N(P(=O)(OC)OC)[C@@H]2c2ccc(OC)cc2)cc1,-1,1,x,-2,-2,0.8,x,0,7,-7
CCC(C)NC(=O)c1cc(Cl)ccc1OC (centres undefined),4,-2,2,-5,-5,-0.1,0,1,4,-8
O=C1CC(c2cc(-c3ccccc3)no2)C1,-4,2,2,-1,1,0.1,1,4,3,11
Cc1cccc(S(=O)(=O)NC(=O)C2(C)CCN2C(=O)C2(c3ccc(Cl)cc3)CC2)c1 (centres undefined),7,-9,-17,4,3,0.9,-13,4,7,3
Cc1csc(NC(=O)C2CCCN(S(=O)(=O)c3cnc[nH]3)C2)n1 (centres undefined),5,3,1,-4,-2,-0.3,-5,-3,4,-11
CC(=NCc1ccco1)C1=C(O)c2ccccc2C1=O,-6,8,-7,-5,-4,0.7,6,-15,-4,2
Cc1cc(=O)oc2cc(OC(C)C(=O)NC3(C#N)CCCCC3)ccc12 (centres undefined),1,-2,1,3,-29,-0.8,-7,-9,9,-108
O=C(C1CCC1)N1CCc2cc(S(=O)(=O)C3CCN(Cc4ccc(F)cc4)CC3)ccc21,0,-1,x,5,-3,-0.2,x,0,8,0
Cc1ccc(-c2cc3nc(C)cc(C)n3n2)cc1,-7,-1,7,-2,-8,0.2,4,-43,-5,-29
c1csc(-c2cnc3ccccc3n2)c1,5,12,0,-1,-266,-47,4,-249,0,i
COc1ccc(CC(N)c2csc(Nc3cc(NCc4ccco4)ncn3)n2)cc1 (centres undefined),3,12,6,1,-6,-0.9,4,-10,-10,-15
COc1ccc(S(=O)(=O)N2CCC(C(=O)NCCOc3ccccc3F)CC2)cc1OC,5,1,-1,-3,-1,0.5,10,1,1,-7
O=C(CCSCc1ccccc1F)NCc1ccc(F)cc1,-6,3,-7,3,-1,-0.2,5,1,-2,10
CC(NS(=O)(=O)c1ccc(Cl)cc1)C(=O)Nc1ccc2c(c1)OCCO2 (centres undefined),-3,13,-1,-2,-3,0.3,6,-2,8,0
O=C(COC(=O)c1ccc(S(=O)(=O)N2CCCC2)cc1)Nc1cccnc1Cl,-1,-2,13,2,-2,-0.3,9,0,-3,-1
CC[C@H](C)[C@@H](CNC)NC[C@@H](Cc1ccc(O)cc1)NCC(C)(C)C,-1,8,-5,0,-4,0.8,1,-1,7,1
COc1ccc2cc(CN(CCc3ccccc3)Cc3nnnn3CC3CCCO3)c(=O)[nH]c2c1 (centres undefined),-1,-6,-9,4,-46,5.7,7,-85,-2,-147
CC(C)OC(=O)CN1CCN(c2ccc(Cl)cc2)CC1,1,-12,7,3,0,-0.5,-6,6,-6,9
COc1ccc(CC(=O)Nc2ccc(C)c(S(=O)(=O)N3CCCCCC3)c2)cc1,4,-1,-8,0,-4,0.5,11,-5,2,-8
Cc1nn(-c2ccccc2)c2sc(C(=O)NC3CCCCCC3)cc12,3,-2,x,-1,-3,-0.2,x,0,1,-12
O=c1[nH]c2ccc(Cl)cc2c(=O)n1Cc1ccco1,2,0,-6,3,-3,-0.6,14,2,5,2
O=S(=O)(c1cccc2ccccc12)N1CCC2CC1c1cc(Cl)ccc12 (centres undefined),-4,5,10,2,-4,0.3,-2,1,-5,-4
